From PubChem BioAssay
HP1b binding inh – blocks HP1-beta chromodomain binding to methylated histone tails; AID 540317; AlphaScreen HP1-beta / biotin-H3K9me3 peptide binding; P83916; 390,000 tested, 0.56% active; Potency, µM (highest dose often 114 µM), for inactives: at the top dose activity change, negative = inhibition, hits mostly inhibitors; also: potency is read from the fitted curve at half-maximal effect; nearly all actives have a fitted effect of over 70% in size; inactives centre near 23
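HP1-beta protein (50 nM final) preincubated 30 min at room temperature with biotinylated H3(1-18)K9me3 peptide (50 nM) in PBS pH 7.4, 0.01% Tween-20, then compound added for 30 min. AlphaScreen streptavidin donor/nickel chelate acceptor beads (10 ug/mL final), 30 min dark, luminescence read.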
rTrxR1 inhibitor – rat TrxR1 inhibition; recombinant rTrxR1, NADPH fluorescence consumption, selenite substrate; Potency, µM (doses to about 114 µM), for inactives: at the highest dose activity change, negative = inhibition, usual class: inhibitors; 390,000 tested, 1% active; AID 588453; also: potency is read from the fitted curve at half-maximal effect; % is scaled to controls: 0 for no effect and ±100 for the full control effect; nearly all actives have a fitted effect of over 65% in size
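Rat TrxR1 (90 nM in the dispensed reagent) was pre-reduced with 400 uM NADPH for 5 min at room temperature, then incubated with compound for 15 min. After 400 uM selenite was added, NADPH fluorescence (Ex 340/Em 450 nm) was followed for 8 min.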
TrxR1 substrate – is turned over as a substrate by rat TrxR1. Potency, µM (doses to about 114 µM), inactives show at the top dose activity change, negative = substrate turnover. purified TrxR1 substrate turnover, NADPH consumption readout. O89049. 390,000 tested, 0.01% active; also: potency is read from the fitted curve at half-maximal effect; % is scaled to controls: 0 for no effect and ±100 for the full control effect; nearly all actives have a fitted effect of over 50% in size
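Rat TrxR1, dispensed at 90 nM, was prereduced with 400 uM NADPH (final) for 5 min at ~22 deg C, then incubated with compound 15 min before 400 uM selenite. A first-read NADPH fluorescence drop versus no-compound background flagged substrates.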
GLS inh – glutaminase GLS (human) inhibition; O94925; GLS enzymatic activity, qHTS titration; 410,000 tested, 0.21% active; Potency, µM (doses to about 45.5 µM), for the others: top-dose activity change, negative = inhibition, most hits filed as inhibitors; AID 624170; also: potency is read from the fitted curve at half-maximal effect; % is scaled to controls: 0 for no effect and ±100 for the full control effect
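Assay buffer: 45 mM KH2PO4 pH 8.2, 0.02% Tween-20. hKGA acts on L-glutamine (1 mM solution added); product glutamate is reported by an oxidase/peroxidase Amplex Red coupling, with fluorescence taken at baseline and 30 min.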
PI4K2A block – inhibitors of human PI4K2A; Q9BTU6; purified PI4K2A, ADP-Glo luminescence, 1 h; active compounds read low; activity change, negative = inhibition, % at 76.9 µM; 420,000 tested, 0.13% active; in the data active = activity change below about -50%; inconclusive = mostly about -30% to -49%;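 also: -100% = wells without enzyme as full effect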
Target sequence (Q9BTU6 whole entry, looked up): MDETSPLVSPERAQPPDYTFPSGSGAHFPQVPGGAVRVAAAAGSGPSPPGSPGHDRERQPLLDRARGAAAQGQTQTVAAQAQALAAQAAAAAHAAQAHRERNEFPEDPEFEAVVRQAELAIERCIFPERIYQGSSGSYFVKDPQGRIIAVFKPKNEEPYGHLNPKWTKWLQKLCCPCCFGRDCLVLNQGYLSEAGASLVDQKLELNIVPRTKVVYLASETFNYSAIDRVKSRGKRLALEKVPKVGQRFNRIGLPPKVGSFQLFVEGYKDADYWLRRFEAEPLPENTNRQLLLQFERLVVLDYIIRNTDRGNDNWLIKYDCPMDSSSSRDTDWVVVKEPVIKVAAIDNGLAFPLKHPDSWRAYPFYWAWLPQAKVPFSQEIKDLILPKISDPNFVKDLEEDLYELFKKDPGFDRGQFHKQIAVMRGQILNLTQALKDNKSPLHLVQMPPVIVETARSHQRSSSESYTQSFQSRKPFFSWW
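In this quantitative HTS, ADP production by PI4K2A was quantified luminescently after 1 h at ambient temperature; 100 microM adenosine served as plate-quality control.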
USP1 inh – blocks the human USP1/UAF1 deubiquitinase complex. Potency, µM (series often up to 57.1 µM), inactives show top-dose activity change, negative = inhibition, usual class: inhibitors. 390,000 tested, 0.23% active. O94782. recombinant USP1/UAF1, Ub-Rhodamine cleavage fluorescence; also: potency is read from the fitted curve at half-maximal effect; % is scaled to controls: 0 for no effect and ±100 for the full control effect; nearly all actives have a fitted effect of over 60% in size; inactives centre near -12
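In this screen, compounds sit with the deubiquitinase complex (1nM) for 15 min at room temperature before Ub-Rho is added at 150nM final. Fluorescence rise is then followed for 6 reads every 60 seconds.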
Tb PGK inh – T. brucei PGK inhibition; P07378; PGK/GAPDH coupled, Kinase-Glo luminescence, 60 min; Potency, µM (series often up to 57.5 µM), without a hit: top-dose activity change, negative = inhibition, usual class: inhibitors; 380,000 tested, 0.043% active; AID 602233; also: potency is read from the fitted curve at half-maximal effect; % is scaled to controls: 0 for no effect and ±100 for the full control effect; nearly all actives have a fitted effect of over 60% in size
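Recombinant glycosomal PGK reaction used 1,3-bisphosphoglycerate generated in-well by GAPDH (100nM final) in 100mM TEA pH 7.6, 5mM MgCl2, 0.01% Tween-20. After 60 minutes at room temperature, ATP was read by Kinase-Glo Plus luminescence end-point.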
mIDH1 inhibitor – human IDH1 R132H inhibition; 390,000 tested, 0.093% active; Potency, µM (titrated, usually from 76.6 µM), inactives show at the highest dose activity change, negative = inhibition, most hits filed as inhibitors; O75874; AID 602179; IDH1-R132H enzyme, NADPH consumption, diaphorase/resazurin fluorescence; also: potency is read from the fitted curve at half-maximal effect; % is scaled to controls: 0 for no effect and ±100 for the full control effect; nearly all actives have a fitted effect of over 65% in size
Target sequence (O75874 whole entry R132H, stated change not applied): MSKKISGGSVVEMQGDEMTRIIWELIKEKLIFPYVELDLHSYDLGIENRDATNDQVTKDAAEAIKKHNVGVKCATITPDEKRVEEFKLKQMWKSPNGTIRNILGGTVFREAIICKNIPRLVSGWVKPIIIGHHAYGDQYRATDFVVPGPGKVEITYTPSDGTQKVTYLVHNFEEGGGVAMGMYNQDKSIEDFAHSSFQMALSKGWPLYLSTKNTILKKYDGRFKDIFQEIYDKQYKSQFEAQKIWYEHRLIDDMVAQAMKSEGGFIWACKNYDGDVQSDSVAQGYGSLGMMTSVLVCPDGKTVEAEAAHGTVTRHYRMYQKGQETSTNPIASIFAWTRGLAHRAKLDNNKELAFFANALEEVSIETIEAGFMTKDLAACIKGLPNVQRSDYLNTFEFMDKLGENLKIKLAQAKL
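IDH1-R132H (0.5 ug/mL dispensed) in pH 7.5 Tris buffer was preincubated 30 min with compound, then given a substrate mix of 0.016 mM NADPH and 2 mM alpha-KG for 80 min at room temperature; remaining NADPH was read by diaphorase/resazurin fluorescence.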
Pin1 inhibitor – human Pin1 inhibition | Q13526 | AID 504891 | Pin1 FP peptide displacement, HiFluor488, 10 min | Potency, µM (titrated, usually from 115 µM), for inactives: top-dose activity, negative = inhibition, hits mostly inhibitors | 390,000 tested, 0.009% active; active = well fitted inhibition curve with a large enough effect in the polarisation, with a control signal flat, not every such curve was filed as active; inconclusive = small, poorly fitted or top-dose-only effect, or effect the other way, or a change in a side signal; inactive = no such curve, though single readings can be large or run the other way; the % refers to the polarisation; also: potency is read from the fitted curve at half-maximal effect; % is scaled to controls: 0 for no effect and ±100 for the full control effect
Target sequence (Q13526 whole entry, looked up): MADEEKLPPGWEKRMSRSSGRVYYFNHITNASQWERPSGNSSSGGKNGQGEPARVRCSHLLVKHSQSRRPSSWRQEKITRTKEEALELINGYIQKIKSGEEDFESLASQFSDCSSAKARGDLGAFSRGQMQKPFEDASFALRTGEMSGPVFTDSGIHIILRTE
Starred values were filed as active, the others as inactive; i = inactive; ? = inconclusive; . = not tested or not shown; & = joins results of further samples; [ ] = remark or other dose. Unless noted, calls follow the shape of the dose curve; as a rule, active = well fitted curve in the direction sought with a large enough effect; inconclusive = small, poorly fitted or top-dose-only effect, or another doubt; inactive = no such curve, though single readings can be large; an effect the other way counts as inactive or inconclusive. An excerpt. The share of hits here may be higher or lower than overall.

SMILES | HP1b binding inh | rTrxR1 inhibitor | TrxR1 substrate | GLS inh | PI4K2A block | USP1 inh | Tb PGK inh | mIDH1 inhibitor | Pin1 inhibitor
COc1ccc(C(=O)NC(C(=O)NCC2CCCO2)C(C)C)cc1 (stereo unspecified) | 28% | 15%[57.1 µM] | 5%[57.1 µM] | 2% | 0 | -3% | -4% | -2% | 1%
Cc1cc(C)n(-c2nnc(C)n2/N=C/c2ccco2)n1 | 24% | 3% | 1% | 15% | -3 | 5% | -5% | -2% | ?
O=C(CN(c1ccc(F)cc1)S(=O)(=O)c1ccc2c(c1)OCCO2)NCc1ccncc1 | 22% | 17% | 2% | 9% | -3 | 2% | -9% | 0% | ?
C[n+]1cccc(C(=O)O)c1 | 12% | 35%[activator] | 10% | 14% | -4 | 12% | -2% | 12% | -1%
CCC(C)NC(=O)C1(O)c2ccccc2NC(=O)N1c1ccc(C)c(C)c1 (stereo unspecified) | 66%[activator] | 29% | 4% | 4% | -3 | -19% | . | -8% | 5%
O=C(NC(=S)N1CCCC1)c1cccc([N+](=O)[O-])c1 | 50%[activator] | -8% | -4% | 0% | 0 | -14% | i | -4% | -3%
Cc1ccc(CNC(=O)CCc2c(C)c3ccc(O)c(C)c3oc2=O)cc1 | 7% | 82%[activator] | 63%[activator] | -6% | 1 | -23% | -6% | -4% | -3%
Cc1ccc(-c2ccc(/C=N/n3cnnc3)o2)cc1Cl | 15% | -2% | 2% | -1% | -1 | -19% | -7% | 7% | ?
Cc1ccc2[nH]c3c(=O)n(CCCN4CCN(C)CC4)cnc3c2c1 | 27% | 4% | 17% | -2% | -2 | -7% | -1% | 4% | 3%
Cc1ccc(OCC(=O)O/N=C(\N)Cc2ccc([N+](=O)[O-])cc2)cc1C | 26% | 10%[57.1 µM] | -19%[57.1 µM] | -8% | -6 | 0% | i | 4% | -4%
CCOc1ccc(S(=O)(=O)N(C)CCO)cc1-c1nc2c(C(C)(C)C)nn(C)c2c(=O)[nH]1 | 41% | -11% | -7% | 0% | 4 | -14% | -5% | 1% | -27%
CC(=O)N(c1ccccc1C)c1ccccc1C | 14%[57 µM] | 22%[57.1 µM] | -3%[2.29 µM] | -12% | 10 | 2% | 4% | 4% | 4%
CCN1CCN(c2c(S(=O)(=O)c3ccccc3)cnc3ccc(Cl)cc23)CC1 | 17% | -3% | -5% | 3% | -6 | -12% | 5% | -12% | 4%
CCOC(=O)C1CCN(c2c([N+](=O)[O-])c(C(Cl)Cl)nn2-c2ccccc2)CC1 | ? | 30% | 8% | 0% | -1 | ? | -1% | 5% | 18%
COc1ccc(OC)c(CN2CCN(C(=O)c3cccs3)CC2)c1 | ? | 11% | 2% | 10% | 2 | 5% | -7% | 17% | ?
O=C(NN=Cc1ccc2c(c1)CCC2)c1ccccc1[N+](=O)[O-] | . | . | . | -12% | 1 | -26% | -5% | 2% | .
COC(=O)c1cc(OC)c(OC)cc1NC(=O)CSc1ccccc1 | 35% | -5% | -2% | 0% | 2 | -4% | 14% | 8% | 0%
CCc1ccc(S(=O)(=O)Nc2ccc(-c3ccc4nncn4n3)cc2)s1 | 35% | -1% | -8% | -4% | -4 | -21% | 0% | 2% | 7%
CCOC(=O)Nc1ccc2c(c1)N(C(=O)C(C)N1CCCC1)c1ccccc1CC2 (stereo unspecified) | 14% | 7% | 6% | -29% | -4 | 8% | -7% | 3% | 5%
O=C(CN1C(=O)COc2ccc(S(=O)(=O)NC3CCCC3)cc21)NCc1ccccc1Cl | 20% | 14% | 1% | 0% | -1 | -6% | -9% | 2% | -2%
CN(c1ccccc1)S(=O)(=O)c1cccc(NC(=O)CSc2nnc(C3CC3)n2C)c1 | 21% | 8% | 2% | 15% | -18 | -7% | 5% | 6% | -1%
O=C(CCc1ccccc1)N1CCN(c2ccccc2F)CC1 | 35% | 0% | -10% | 3% | 1 | -12% | i | -2% | 0%
COc1ccc(C2C3=C(CCCC3=O)N(CC(=O)O)C3=C2C(=O)CCC3)cc1 | 16% | 39%[2.29 µM] | 140%[activator] | -34% | 7 | -18% | -2% | 13% | ?
CC(=O)Nc1ccc(S(=O)(=O)/N=C2/NC(=O)/C(=C\c3ccco3)S2)cc1 | 19% | -36% | 0%[57.1 µM] | -3% | -7 | -13% | -21% | -2% | 4%
CC(OC(=O)c1ccc(Cl)nc1)C(=O)NC1CCCC1 (stereo unspecified) | 46%[activator] | 10% | 2% | -4% | -1 | -24% | i | 2% | -5%
CCN(CC)CCCNC(=O)CCc1ccccc1 | 27% | 16%[57.1 µM] | 16%[57.1 µM] | -6% | 8 | -13% | -3% | -1% | 5%
Cc1cc(C)c(C#N)c(N2CCN(CCOc3ccc(Cl)cc3)CC2)n1 | 47% | 29% | 4% | -4% | 0 | -10% | 0% | -1% | -9%
O=C(CSc1cn(CC(=O)N2CCCCC2)c2ccccc12)NCC1CCCO1 (stereo unspecified) | -22% | 28%[57.1 µM] | 9%[57.1 µM] | 0% | -10 | -5% | i | 5% | ?
O=C1CC(c2ccccc2)CC(O)=C1C=NCc1ccccc1 (stereo unspecified) | 16% | -2% | 2% | 1% | -8 | 7% | . | -9% | 5%
Cc1cc(C)cc(CC2CC(=O)N(c3ccc(Cl)cn3)C2=O)c1 (stereo unspecified) | 35% | 9% | 7% | -1% | -3 | -5% | -2% | -1% | 1%
COc1ccccc1NC(=O)CN(c1ccc([N+](=O)[O-])cc1)S(=O)(=O)c1ccccc1 | 12% | -3%[57.1 µM] | 3%[57.1 µM] | 0% | -1 | 3% | 8% | 0% | 3%
Cc1ccc(NC(=S)NCc2ccccc2)cc1C | 17% | 3%[57.1 µM] | 4%[57.1 µM] | -19% | 1 | -21% | -1% | 4% | 0%
CCc1ccc(CN(C(=O)Nc2cccc(Cl)c2)c2ccccn2)cc1 | 151%[activator] | 13% | -4% | 3% | 2 | -2% | i | -2% | -2%
C[C@H](NC(=O)[C@H]1N2C(=O)c3ccccc3C2SC1(C)C)C(=O)NCc1ccncc1 (stereo partly specified) | 36% | 11% | -4% | -12% | 4 | -10% | i | -4% | -4%
Cc1cc(C)n2nc(C(=O)OCC(=O)c3ccc(F)cc3)nc2n1 | 13% | 8% | 1% | -9% | -2 | -19% | 0% | 3% | 18%
O=C(NCCc1csc2nc(-c3ccccc3F)nn12)c1ccccc1C(F)(F)F | 23%[57 µM] | -4%[57.1 µM] | -2%[57.1 µM] | 1% | -1 | -24% | -8% | 13% | -2%
CCn1nc(C(=O)OCc2c(C)noc2C)c2ccccc2c1=O | 22% | -2% | -5% | 1% | -2 | -2% | -1% | 9% | 1%
COc1ccc2[nH]c(=O)c(CN(C(=O)c3cccc(Cl)c3)c3ccccc3OC)cc2c1 | 15% | 8% | 0% | -12% | 0 | -7% | 3% | -25% | 4%
COc1ccccc1-c1ccc(SCC(=O)NC2CCCCC2)nn1 | 34%[activator] | -11% | -7% | 20% | 1 | -9% | 10% | 5% | -10%
CCN1C(=O)[C@H]2[C@@H](c3ccc(C)cc3)N3C(=O)N(c4ccc(C)cc4)C(=O)[C@@]3(Cc3ccc(Cl)cc3)[C@H]2C1=O | 16% | -1%[57.1 µM] | -5%[57.1 µM] | 2% | 2 | ? | -5% | -24% | ?

Some entries already given, reduced to Tb PGK inh and USP1 inh:
| structure | Tb PGK inh | USP1 inh |
| --- | --- | --- |
| CCn1nc(C(=O)OCc2c(C)noc2C)c2ccccc2c1=O | -1% | -2% |
| COc1ccc2[nH]c(=O)c(CN(C(=O)c3cccc(Cl)c3)c3ccccc3OC)cc2c1 | 3% | -7% |

New compounds follow
SMILES | HP1b binding inh | rTrxR1 inhibitor | TrxR1 substrate | GLS inh | PI4K2A block | USP1 inh | Tb PGK inh | mIDH1 inhibitor | Pin1 inhibitor
CCCCNC(=O)N1CCOCCOCCN(C(=O)NCCCC)CCOCCOCC1 | 24% | 12%[57.1 µM] | 10%[57.1 µM] | 6% | 6 | 7% | -3% | 4% | 4%
Cc1cccc(C)c1NC(=O)CN1CCN(CCCC(c2ccc(F)cc2)c2ccc(F)cc2)CC1 | -7% | -12% | -10% | 21% | -4&-1 | 6% | -9% | 14% | -8%
CCOc1ccc(NC(=O)c2ccc(-c3cccc(Cl)c3C)o2)cc1 | 12% | -15% | 6% | -10% | 3 | ? | -8% | 0% | 4%
CCN(CC)S(=O)(=O)c1cc(NS(=O)(=O)c2cccs2)ccc1C | 17% | 17%[57.1 µM] | 9%[57.1 µM] | 0% | -2 | -13% | 9% | 8% | 2%
COCCCNCC(=O)Nc1ccc(OC(F)(F)F)cc1 | -10% | 11% | 8% | 2% | 4 | -22% | -7% | -3% | 6%
CN(Cc1cnn(C)c1)Cc1nc(C(c2ccccc2)c2ccccc2)no1 | 20% | 19% | 12% | -2% | 2 | -19% | -3% | 15% | 0%
C/C(=N\OCC(=O)Nc1ccccc1C(C)(C)C)c1ccc2c(c1)OCCO2 | 31% | -3% | -7% | 1% | 3 | -13% | 3% | 1% | 0%
CCc1ccc(C2=NN(CCC(=O)NCCc3ccc(OC)c(OC)c3)C(=O)CC2)cc1 | 37% | 12%[57.1 µM] | 2%[57.1 µM] | 7% | 4 | 18% | 0% | 4% | -4%
